Screening data deposited in PubChem by National Center for Advancing Translational Sciences (NCATS).
GRP78 ERSR act – inducers of ER stress response in human glioma cells. U87-MG GRP78 promoter luciferase reporter, 16 h. Potency, µM, inactives show top-dose activation, actives largely listed as activators. actives 0.02% (n = 420,000). AID 602332; also: series mostly up to about 76 µM; % of control where 0% means no effect; nearly all actives have a fitted effect of over 35% in size
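Stably transfected U87-MG glioma cells carrying a GRP78-based luciferase sensor; 16 h compound incubation. Luminescence end-point read 10 min after Bright-Glo addition at room temperature.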
ALOX12 inh – inhibitors of human 12S-lipoxygenase ALOX12. P18054. purified 12hLO, xylenol orange hydroperoxide absorbance. Potency, µM (series often up to 108 µM), without a hit: top-dose activity change, negative = inhibition, usual class: inhibitors. actives 1.1% (n = 580,000). AID 1671190; also: % is scaled to controls: 0 for no effect and ±100 for the full control effect
Target sequence (P18054 whole entry, looked up): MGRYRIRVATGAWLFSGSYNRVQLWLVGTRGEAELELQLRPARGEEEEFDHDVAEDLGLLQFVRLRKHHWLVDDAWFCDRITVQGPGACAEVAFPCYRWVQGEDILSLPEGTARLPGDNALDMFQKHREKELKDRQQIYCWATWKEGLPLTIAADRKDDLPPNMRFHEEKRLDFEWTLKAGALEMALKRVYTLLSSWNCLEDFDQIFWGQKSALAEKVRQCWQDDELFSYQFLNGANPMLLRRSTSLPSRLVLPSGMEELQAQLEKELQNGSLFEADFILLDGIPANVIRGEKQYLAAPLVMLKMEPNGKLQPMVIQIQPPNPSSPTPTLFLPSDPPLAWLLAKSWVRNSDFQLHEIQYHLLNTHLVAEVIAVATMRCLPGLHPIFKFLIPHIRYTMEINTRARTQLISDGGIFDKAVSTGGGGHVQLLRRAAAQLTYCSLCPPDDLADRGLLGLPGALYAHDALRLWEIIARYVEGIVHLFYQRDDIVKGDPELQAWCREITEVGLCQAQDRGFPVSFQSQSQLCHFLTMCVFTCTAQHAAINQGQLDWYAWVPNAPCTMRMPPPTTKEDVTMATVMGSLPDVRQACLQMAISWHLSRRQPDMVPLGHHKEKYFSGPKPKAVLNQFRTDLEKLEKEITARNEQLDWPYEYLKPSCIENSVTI
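Purified human 12hLO (150 nM final) in 25 mM Hepes, 0.01% Triton X-100, pH 7.0 was preincubated 15 min at room temperature with compound. Then 40 uM arachidonic acid was added, 30 min. Hydroperoxide was read by Fe-XO absorbance ratio 573/405 nm.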
Active calls of the source: *; u = inconclusive; x = not tested or not shown; & = joins results of further samples; [ ] = another dose, or the depositor's remark. Calls follow the shape of the dose curve; as a rule, active = well fitted curve in the direction sought with a large enough effect; inconclusive = small, poorly fitted or top-dose-only effect, or another doubt; inactive = no such curve, though single readings can be large; an effect the other way counts as inactive or inconclusive. Potency is read from the fitted curve at half-maximal effect. These rows are one share of the data. The share of hits here may be higher or lower than overall.

nr | structure | GRP78 ERSR act | ALOX12 inh
1 | CC1=C(C(=O)O)N2C(=O)C(NC(=O)C(N)c3ccc(O)cc3)C2SC1 (centres undefined) | -3% | x
2 | COc1c(O)cc2c(c1O)C1OC(CO)C(O)[C@H](O)[C@H]1OC2=O (some centres undefined) | -3% | x
3 | Cc1c(Cn2ccnc2)c2ccccc2n1CCC(=O)O | -2% | x
4 | CCN(CC)C(=O)Nc1ccc(OC[C@H](O)CNC(C)(C)C)c(C(C)=O)c1 | -5% | x
5 | CC1CC2C3CCC4=CC(=O)C=C[C@]4(C)[C@@]3(Cl)C(O)C[C@]2(C)C1(OC(=O)c1ccco1)C(=O)CCl (some centres undefined) | -2% | x
6 | CN[C@H]1[C@@H](O)[C@@H](NC)[C@@H]2O[C@@]3(O)C(=O)C[C@@H](C)O[C@H]3O[C@H]2[C@H]1O | -2% | x
7 | C=CCN1CC(C(=O)N(CCCN(C)C)C(=O)NCC)CC2c3cccc4[nH]cc(c34)CC21 (centres undefined) | -3% | x
8 | C(=C1NCCN1)c1cccc2ccccc12 | -3% | x
9 | CN1CCO[C@H](c2ccccc2)c2ccccc2C1 | -4% | x
10 | CC(C)COC(=O)c1ccc(N)cc1 | 10% | x
11 | C[C@H](O)CN(C)C | -3% | x
12 | CC(=O)OCC(=O)[C@@]1(O)CC[C@@H]2[C@H]3CCC4=CC(=O)C=C[C@]4(C)[C@]3(F)[C@@H](O)C[C@@]21C | 1% | x
13 | CCCCC(=O)O[C@@]1(C(=O)CO)C(C)CC2C3CCC4=CC(=O)C=C[C@@]4(C)[C@]3(F)C(O)C[C@]21C (some centres undefined) | -5% | x
14 | CCN(CC)CCNC(C(=O)OCCC(C)C)c1ccccc1 (centres undefined) | -4% | x
15 | CC(=O)O[C@]1(C(C)=O)CC[C@@H]2[C@@H]3C=C(Cl)C4=CC(=O)[C@H]5C[C@@H]5[C@]4(C)[C@H]3CC[C@]21C | -4% | x
16 | O=C(c1ccccc1)c1ccc2n1CC[C@H]2C(=O)O | -4% | x
17 | CC(C)(CO)[C@H](O)C(=O)NCCC(=O)O | -5% | x
18 | CNC1C(O)C2OC3OC(C)CC(=O)[C@@]3(O)O[C@H]2[C@H](NC)C1O (some centres undefined) | -5% | x
19 | C[C@@H](C(=O)O)c1ccc(C(=O)c2cccs2)cc1 | -3% | x
20 | C[C@H](N[C@@H](C)COc1ccccc1)[C@H](O)c1ccc(O)cc1 | -6% | x
21 | C#C[C@@]1(O)CC[C@@H]2[C@@H]3CCC4=CC(=O)CC[C@@H]4[C@H]3CC[C@]21CC | -5% | x
22 | CC(=O)Oc1ccc(C(=C2CCCCC2)c2ccc(OC(C)=O)cc2)cc1 | -1%&0% | x
23 | C=C1c2cccc(O)c2C(O)=C2C(=O)[C@]3(O)C(O)=C(C(N)=O)C(=O)C(N(C)C)C3C(O)C12 (some centres undefined) | -6% | x
24 | CCCC[C@H](O)c1ccccc1 | -5% | x
25 | CO/N=C(/C(=O)N[C@@H]1C(=O)N2C(C(=O)[O-])=C(C[n+]3ccn4ncccc43)CS[C@H]12)c1nsc(N)n1 | -4% | x
26 | CCOC(N)=O | -5% | x
27 | C1CCC(C(C[C@@H]2CCCCN2)C2CCCCC2)CC1 | -6% | x
28 | Cc1cn(C2CC(O)C(CO)O2)c(=O)[nH]c1=O (centres undefined) | 3% | x
29 | C=CCn1c(=O)n(C2OC(CO)C(O)C2O)c2nc(N)[nH]c(=O)c21 (centres undefined) | -6% | x
30 | OC[C@@H](O)CN1CCN(c2ccccc2)CC1 | -1% | x

Sorted by molecular weight (rising): five of the compounds above.
nr | structure | GRP78 ERSR act | ALOX12 inh
11 | C[C@H](O)CN(C)C | -3% | x
16 | O=C(c1ccccc1)c1ccc2n1CC[C@H]2C(=O)O | -4% | x
3 | Cc1c(Cn2ccnc2)c2ccccc2n1CCC(=O)O | -2% | x
6 | CN[C@H]1[C@@H](O)[C@@H](NC)[C@@H]2O[C@@]3(O)C(=O)C[C@@H](C)O[C@H]3O[C@H]2[C@H]1O | -2% | x
4 | CCN(CC)C(=O)Nc1ccc(OC[C@H](O)CNC(C)(C)C)c(C(C)=O)c1 | -5% | x

The listing continues:
nr | structure | GRP78 ERSR act | ALOX12 inh
31 | CC1O[C@@H](O[C@H]2C(Oc3cc(O)c4c(=O)cc(-c5ccc(O)cc5)oc4c3)OC(CO)C(O)C2O)C(O)C(O)C1O (some centres undefined) | -3% | x
32 | COc1ccc(Cl)cc1C(=O)N1CCN(c2cc(-c3cccs3)[nH]n2)CC1 | x | 13%
33 | CC(C)NC[C@@H](C(=O)N1CCN(c2ncnc3c2[C@H](C)C[C@H]3O)CC1)c1ccc(Cl)cc1 | x | 1%[57.4 µM]
34 | C[C@]1(c2nc3c(C(N)=O)cccc3[nH]2)CCCN1 | x | -7%[57.4 µM]
35 | CN(C)CCC=C1c2ccccc2COc2ccc(CC(=O)O)cc21 | x | -7%[57.4 µM]
36 | CS(=O)(=O)c1ccc(-c2cnc(N)c(C(=O)Nc3ccccc3)n2)cc1 | x | -1%[57.4 µM]
37 | Cc1ccn(-c2ccc(-c3ncco3)cc2)c(=O)c1-c1ccc2nc(N)ncc2c1 | x | u
38 | Cc1cc(Nc2nc(N[C@@H](C)c3ncc(F)cn3)ncc2Cl)n[nH]1 | x | -13%[57.4 µM]
39 | C=CCn1c(=O)n([C@@H]2O[C@H](CO)[C@@H](O)[C@H]2O)c2nc(N)[nH]c(=O)c21 | x | 228%[activator]
40 | Cc1cnc(-c2cc(N3CCN(C(=O)CCS(C)(=O)=O)CC3)ncc2Cl)c(C)c1 | x | u
41 | COc1cc2ncn(-c3cc(OCc4ccccc4C(F)(F)F)c(C(N)=O)s3)c2cc1OC | x | -7%[57.4 µM]
42 | O=C(NC1CCOCC1)c1ccc(-c2cc(-c3cn[nH]c3-c3ccccn3)ccn2)cc1 | x | 20%[57.4 µM]
43 | CCc1cc(Nc2nccc(-c3c(-c4ccc(OC)c(C(=O)Nc5c(F)cccc5F)c4)nc4ccccn34)n2)c(OC)cc1N1CCC(N2CCN(S(C)(=O)=O)CC2)CC1 | x | 33%[activator][57.4 µM]
44 | Cc1cccc(N(C)C(=O)Cn2nc3n(c2=O)CCCC3)c1 | x | 10%
45 | CC(C)(O)CC(=O)NCCn1ccc2ncnc(Nc3ccc(Oc4cccc(C(F)(F)F)c4)c(Cl)c3)c21 | x | -2%[57.4 µM]
46 | CNC1CCC(N(Cc2cccc(-c3ccncc3)c2)C(=O)c2sc3ccccc3c2Cl)CC1 (centres undefined) | x | u
47 | CCCCCCCCOC(C)=O | x | 5%[176 µM]
48 | Cn1c(CNc2ccc(C(=N)N)cc2)nc2cc(C(=O)N(CCC(=O)O)c3ccccn3)ccc21 | x | 1%[22.9 µM]
49 | Cc1cc2c(F)c(Oc3ncnn4cc(OC[C@@H](C)O)c(C)c34)ccc2[nH]1 | x | u
50 | CC(C)c1cc(-c2n[nH]c(=O)n2-c2ccc3c(ccn3C)c2)c(O)cc1O | x | -30%[57.4 µM]
51 | CCCCC(CC)CNC(=O)CC(C)OC(=O)CCC(=O)O (centres undefined) | x | -11%[22.9 µM]
52 | Cc1cc([C@@H](C)Nc2ccccc2C(=O)O)c2nc(N3CCOCC3)cc(=O)n2c1 | x | -5%
53 | Cc1cncc2cccc(S(=O)(=O)N3CCCN(C(=O)CN)C[C@@H]3C)c12 | x | 4.3µM*
54 | CNC(=O)c1nn(C)c2c1C(C)(C)Cc1cnc(Nc3ccc(N4CCN(C)CC4)cc3)nc1-2 | x | -5%[57.4 µM]
55 | Cn1c(=O)c(Oc2ccc(F)cc2F)cc2cnc(NC3CCOCC3)nc21 | x | 17µM*
56 | COCCOCc1nc(C2CCCCN2C(=O)NC(C)C)no1 (centres undefined) | x | 26%
57 | c1cc2nnc(C3CCC3)n2nc1N1CCCC1 | x | 26%
58 | CCC(=O)N1CCN(c2ccc(-n3c(=O)ccc4cnc5ccc(-c6cnc7ccccc7c6)cc5c43)cc2C(F)(F)F)CC1 | x | -3%[57.4 µM]
59 | CO/N=C(/C(=O)N[C@@H]1C(=O)N2C(C(=O)O)=C(Cn3nnc(C)n3)CS[C@H]12)c1csc(N)n1 | x | -9%[22.9 µM]
60 | Cc1ccc(NC(=O)C2(c3ccc4c(c3)OC(F)(F)O4)CC2)nc1-c1cccc(C(=O)O)c1 | x | -17%[57.4 µM]

Single entries from the entries so far:
no. 31 – GRP78 ERSR act: -3%
no. 38 – ALOX12 inh: -13%[57.4 µM]
no. 59 – ALOX12 inh: -9%[22.9 µM]
no. 48 – ALOX12 inh: 1%[22.9 µM]
no. 44 – ALOX12 inh: 10%

(cont.)
nr | structure | GRP78 ERSR act | ALOX12 inh
61 | CC(C)(F)C[C@H](N[C@@H](c1ccc(-c2ccc(S(C)(=O)=O)cc2)cc1)C(F)(F)F)C(=O)NC1(C#N)CC1 | x | -30%[57.4 µM]
62 | Cc1cnc(Nc2ccc(CN3CCOCC3)cc2)nc1Nc1cccc(S(=O)(=O)NC(C)(C)C)c1 | x | -11%[57.4 µM]
63 | C#Cc1cccc(Nc2ncnc3cc(OC)c(OCCCCCCC(=O)NO)cc23)c1 | x | u
64 | CCOc1cc2ncc(C#N)c(Nc3ccc(OCc4ccccn4)c(Cl)c3)c2cc1NC(=O)C=CCN(C)C | x | 11%[57.4 µM]
65 | COc1ccc(C2=N[C@H](c3ccc(Cl)cc3)[C@H](c3ccc(Cl)cc3)N2C(=O)N2CCNC(=O)C2)c(OC(C)C)c1 | x | -1%[57.4 µM]
66 | Cn1cnc(S(=O)(=O)N2CCC3(CC2)N(c2ccccc2)C(=O)CS3=O)c1 (centres undefined) | x | 34%
67 | O=C([C@@H]1C[C@H](F)CN1C(=O)Nc1ccc(Br)cc1)N1CCCCC1 | x | u
68 | CCOc1cc(=O)n2c(c1C(=O)NC1CC1)CCCCC2 | x | 19%
69 | CNC(=O)c1c(F)cccc1Nc1nc(Nc2cc3c(cc2OC)CCN3C(=O)CN(C)C)nc2[nH]ccc12 | x | -1%[57.4 µM]
70 | C[C@@H](Oc1ccc2[nH]nc(C=Cc3cnn(CCO)c3)c2c1)c1c(Cl)cncc1Cl | x | -8%[57.4 µM]
71 | CCC(CC)NC(=O)C1(CCO)CCN(Cc2ccccc2)C1 (centres undefined) | x | 32%[activator]
72 | CC(=O)Nc1ccc([C@H](C)C(=O)Nc2ncc(C(C)C)s2)cc1 | x | -5%[57.4 µM]
73 | COc1cc(Oc2ccnc3cc(OC)c(OC)cc23)ccc1NC(=O)NC(C)c1nccs1 (centres undefined) | x | u
74 | O=C(Cc1ccccc1Cl)N1CCN(c2cc(-c3cccs3)[nH]n2)CC1 | x | 12%
75 | O=C(c1ccc(Br)o1)N1c2ccccc2CC1c1nnc(C2CCOCC2)o1 (centres undefined) | x | 27%
76 | COCCc1ccccn1 | x | -11%[22.9 µM]
77 | Cn1cccc1C(=O)N1CC2CC(C1)[C@H]1CCCC(=O)N1C2 (some centres undefined) | x | -11%
78 | CC1(C)CNc2cc(NC(=O)c3cccnc3NCc3ccncc3)ccc21 | x | u
79 | Cc1ccccc1-c1nc(C2CC(=O)N(c3ccc(F)c(Cl)c3)C2)no1 (centres undefined) | x | 6%
80 | Cc1noc(-c2cccc(OC3CN(C(=O)NC4CCCCC4)C3)c2)n1 | x | -4%
81 | NS(=O)(=O)c1cc2c(cc1Cl)CN(C1CCCCC1)C2=O | x | -10%[22.9 µM]
82 | COc1ccnc2[nH]cc(C(=O)C(=O)N3CCN(C(=O)c4ccccc4)C[C@@H]3C)c12 | x | -15%[57.4 µM]
83 | O=C(CC12CC3CC(CC(C3)C1)C2)Nc1cccc2nc(NCCNCCO)ccc12 | x | -8%[57.4 µM]
84 | O=C(NCCC1CCN(C(=O)Nc2ccc(F)cc2F)CC1)C1CCCC1 | x | 26%
85 | COc1cccc2cc(-c3nc(C4CCC(C(=O)O)CC4)n4ncnc(N)c34)[nH]c12 (centres undefined) | x | u
86 | CN1CCc2c(n(Cc3ccc(C(=O)NO)cc3)c3ccccc23)C1 | x | u

2 records drawn at random from the list so far:
nr | structure | GRP78 ERSR act | ALOX12 inh
85 | COc1cccc2cc(-c3nc(C4CCC(C(=O)O)CC4)n4ncnc(N)c34)[nH]c12 (centres undefined) | x | u
62 | Cc1cnc(Nc2ccc(CN3CCOCC3)cc2)nc1Nc1cccc(S(=O)(=O)NC(C)(C)C)c1 | x | -11%[57.4 µM]
